Compound activity (PubChem)
TNAP act mid DEA = human TNAP activation, intermediate phosphate acceptor; 64,000 tested, under 10 active; AID 813; P05186; purified TNAP, CDP-star luminescence, 100 mM DEA, 30 min; active compounds read high; scale: 0 levamisole-inhibited, 1 vehicle-only enzyme; activation factor at 20 µM;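 active = activation factor of at least 2 at 20 µM, relative to controls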
RORa activator = RORA (human) activation | P35398 | CHO-K1 Gal4-RORA LBD luciferase reporter, luminescence; percent increase over mock-subtracted basal signal | activation, % at 10 µM | hit rate 1.5% among 65,000 | AID 560;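 active = activation above the mean of all tested compounds plus 3 SD, cut at about 49% in these data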;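 also: 0% = DMSO-treated RORA cells and 100% = added signal equal to DMSO minus mock-transfected cells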
5HT1a antag = antagonists of human 5-HT1a serotonin receptor; CHO 5-HT1a Ga15 NFAT-bla reporter, antagonist mode; inhibition, % at 10 µM; AID 612; hit rate 0.68% among 62,000; P08908;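 active = inhibition above the mean of all tested compounds plus 3 SD, cut at about 43% in these data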;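 also: receptor stimulated by 5-CT agonist at 100 nM near EC80; beta-lactamase reporter measured by ratiometric fluorescence of a cleavable substrate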
Target sequence (P08908 whole entry, looked up): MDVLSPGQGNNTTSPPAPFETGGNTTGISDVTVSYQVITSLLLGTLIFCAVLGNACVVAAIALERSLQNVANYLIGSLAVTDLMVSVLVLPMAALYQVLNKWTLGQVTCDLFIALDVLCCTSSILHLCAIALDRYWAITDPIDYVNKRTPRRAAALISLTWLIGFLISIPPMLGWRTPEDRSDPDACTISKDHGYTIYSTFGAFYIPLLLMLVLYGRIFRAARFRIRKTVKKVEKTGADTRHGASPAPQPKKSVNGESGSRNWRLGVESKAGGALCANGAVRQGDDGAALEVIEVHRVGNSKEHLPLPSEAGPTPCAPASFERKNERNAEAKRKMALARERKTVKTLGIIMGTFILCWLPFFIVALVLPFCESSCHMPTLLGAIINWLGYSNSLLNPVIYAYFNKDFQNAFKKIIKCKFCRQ
HTR1A agonist = activates the human 5-HT1a serotonin receptor. P08908. AID 567. activation, % at 10 µM. CHO 5-HT1a Ga15 NFAT-bla reporter, FRET ratio; 0% basal, 100% maximal reference agonist. hit rate 0.56% among 65,000;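 active = activation above the screen-wide mean activation plus 3 SD, cut at about 19% in these data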;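 also: 0% = DMSO wells and 100% = 5-CT at EC100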
A340 absorber = compound absorbs light at 340 nm; compound absorbance at 340 nm, fold over control; fold change at 10 µM; 65,000 tested, under 10 active;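 active = at 10 µM dose, initial 340 nm absorbance at least 2 fold that of control wells; inactive = change under 2 fold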;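 also: initial absorbance extrapolated from kinetic A340 decline of NADH oxidation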
NADH enzymes = inhibition of NAD/NADH coupling enzymes, library profiling; coupled PK/LDH NADH assays, four targets; IC50, µM (series often up to 10 µM), for the others: top-dose inhibition; hit rate 0.02% among 65,000; AID 774;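 active = single-dose screening hits from any of four coupled enzyme assays that gave an IC50 when retested across doses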;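 also: the DPM-DC format reads NADH fluorescence rather than 340 nm absorbance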
MMP-13 inhibitor = MMP13 (human) collagenase inhibition. P45452. MMP-13 fTHP FRET cleavage, Mca fluorescence. inhibition, % at 4 µM. hit rate 0.07% among 65,000. AID 570;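 active = inhibition above the mean of compound-free control plate wells plus 3 SD, cut at about 14% in these data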;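 also: 0% = DMSO wells and 100% = wells with reference MMP-13 inhibitor after basal subtraction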
Fluor 339 460 = intrinsic fluorescence of library compounds, ex339/em460 – biochemical, MLSMR library, data from DPM-DC assay, artefact control, profiling panel. compound autofluorescence, ex339/em460 nm, NADH buffer; active compounds read high; 1 = no-compound wells, NADH background. fluorescence fold increase at 10 µM. hit rate 5.5% among 65,000. AID 709;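 active = at 10 µM, mean starting fluorescence two-fold or more over control wells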;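 also: signal is the first read of a kinetic run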
SF1 activator = activators of human nuclear receptor SF-1. Q13285. CHO-K1 Gal4-SF-1 LBD luciferase reporter; % increase over DMSO SF-1-specific signal. activation, % at 10 µM. hit rate 1.9% among 65,000;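 active = activation above the mean activation of all tested compounds plus 3 SD, cut at about 50% in these data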
Target sequence (Q13285 whole entry, looked up, the tested form may be a part): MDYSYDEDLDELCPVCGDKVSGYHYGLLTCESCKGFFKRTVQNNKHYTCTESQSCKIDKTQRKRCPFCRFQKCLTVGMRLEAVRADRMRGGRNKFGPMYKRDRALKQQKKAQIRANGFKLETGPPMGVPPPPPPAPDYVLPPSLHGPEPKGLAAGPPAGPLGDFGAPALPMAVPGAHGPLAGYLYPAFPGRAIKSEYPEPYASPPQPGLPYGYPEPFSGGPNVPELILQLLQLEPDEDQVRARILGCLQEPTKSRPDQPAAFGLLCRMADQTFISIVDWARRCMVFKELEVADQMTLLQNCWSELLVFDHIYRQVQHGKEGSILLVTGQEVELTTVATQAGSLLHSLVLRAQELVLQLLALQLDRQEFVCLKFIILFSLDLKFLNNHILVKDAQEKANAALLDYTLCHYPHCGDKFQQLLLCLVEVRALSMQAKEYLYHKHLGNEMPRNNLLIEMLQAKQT
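Test system: transient Gal4-SF-1 LBD reporter, CHO-K1; Amount: 4,000 CHO-K1 cells per well; Doses: 10 µM only; Timing: compound exposure 20 h at 37 °C; Signal: luciferase light emission; Read-out basis: percent activation relative to DMSO median and mock-transfected background; Control set: DMSO negative control and −SF1 background wells; Replicates: one test per compound.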
* = called active by the depositor; nt = not tested or not shown; [ ] = dose if it differs, or a comment. Outcome played no part in choosing rows (roughly 8.9% active in at least one column).

SMILES	TNAP act mid DEA	RORa activator	5HT1a antag	HTR1A agonist	A340 absorber	NADH enzymes	MMP-13 inhibitor	Fluor 339 460	SF1 activator
C=C(C)n1c(=O)[nH]c2ccccc21	1	1	-12	-5.9	1	9%	3	1	-3
COc1cccc(C2NC(=O)NC(C)=C2C(=O)Nc2ccc(C)cc2)c1 (configuration not stated)	1	2	9	-1.7	1.1	3%	1	1.1	-1
Cc1nnc(Sc2nc3c(c(=O)n(C)c(=O)n3C)n2Cc2ccccc2Cl)s1	nt	-6	0	2.5	0.98	9%	4	1	-23
COC(=O)c1[nH]c2ccc(C)cc2c1NC(=O)Nc1ccccc1OC	0.9	-2	9	-2.6	1.1	10%	-50[fluorescence artefact?]	2.6*	-5
O=C(OCC(=O)c1ccc(S(=O)(=O)N2CCCC2)cc1)C1=COCCO1	1	6	-3	0.7	1	2%	-1	1.1	9
Cc1cccc(NC(=O)C2CCN(c3nc(C)cc(C)n3)CC2)c1	1	15	-1	-3.2	0.98	2%	-10	1.3	19
CCOC(=O)C1=C(C)OC(N)=C(C#N)C1c1cc2c(cc1Br)OCO2 (configuration not stated)	0.8	2	4	-0.7	1	4%	-1	1.1	-6
COc1cc(C2CC(=O)NC(SCC(=O)Nc3ccccc3C)=C2C#N)ccc1O (configuration not stated)	1	2	-1	-1.8	1	2%	0	1.1	-17
Fc1ccc(OCc2nn3cnnc3s2)cc1	1	-8	-10	-0.4	1	5%	-8	1.1	-13
COC(=O)c1cc(=O)n(Cc2ccc3c(c2)OCO3)c(=Nc2ccccc2)s1	0.8	47	38	-2.1	0.98	2%	-4	1	-19
CC(=O)Nc1sc(N)nc1-c1ccccc1	0.9	0	10	-1.6	1	10%	-3	1.1	4
CCn1nnc(NC(=O)COc2ccc(C3CCCCC3)cc2)n1	1	3	10	-0.3	1	4%	1	1.1	-9

Grouped by structure: the entries above with sulfur
SMILES	TNAP act mid DEA	RORa activator	5HT1a antag	HTR1A agonist	A340 absorber	NADH enzymes	MMP-13 inhibitor	Fluor 339 460	SF1 activator
Cc1nnc(Sc2nc3c(c(=O)n(C)c(=O)n3C)n2Cc2ccccc2Cl)s1	nt	-6	0	2.5	0.98	9%	4	1	-23
O=C(OCC(=O)c1ccc(S(=O)(=O)N2CCCC2)cc1)C1=COCCO1	1	6	-3	0.7	1	2%	-1	1.1	9
COc1cc(C2CC(=O)NC(SCC(=O)Nc3ccccc3C)=C2C#N)ccc1O (configuration not stated)	1	2	-1	-1.8	1	2%	0	1.1	-17
Fc1ccc(OCc2nn3cnnc3s2)cc1	1	-8	-10	-0.4	1	5%	-8	1.1	-13
COC(=O)c1cc(=O)n(Cc2ccc3c(c2)OCO3)c(=Nc2ccccc2)s1	0.8	47	38	-2.1	0.98	2%	-4	1	-19
CC(=O)Nc1sc(N)nc1-c1ccccc1	0.9	0	10	-1.6	1	10%	-3	1.1	4

Single values from the entries so far:
Fc1ccc(OCc2nn3cnnc3s2)cc1 @ 5HT1a antag = -10
COC(=O)c1[nH]c2ccc(C)cc2c1NC(=O)Nc1ccccc1OC @ HTR1A agonist = -2.6
O=C(OCC(=O)c1ccc(S(=O)(=O)N2CCCC2)cc1)C1=COCCO1 @ HTR1A agonist = 0.7

(next part)
SMILES	TNAP act mid DEA	RORa activator	5HT1a antag	HTR1A agonist	A340 absorber	NADH enzymes	MMP-13 inhibitor	Fluor 339 460	SF1 activator
CCOC(=O)c1ccc(NC(=O)C2CCCO2)cc1 (configuration not stated)	0.9	12	0	-0.3	0.96	8%	3	1.1	64*
CCCc1c(C)c2cc(C)ccc2[nH]c1=O	0.9	-10	-3	-1.3	1.1	4%	-12	1.4	1
Cn1c(=O)c2c(nc(NCCc3ccccc3)n2Cc2ccccc2)n(C)c1=O	0.9	0	6	0.6	1	5%	2	1.1	2
CCN(CCCNC(=O)COc1cc(=O)n(C)c2ccccc12)c1ccccc1	1	-10	-6	-6.5	1	6%	-2	1	-9
Cc1ccc(CNC(=O)c2ccc(Br)o2)cc1	0.9	-11	-2	-1.9	1	9%	1	1.1	-7
CCCOC(=O)c1ccc(Oc2cn[nH]c2-c2ccc(OCC)cc2O)cc1	1	1	1	-1.6	1	6%	1	1.1	3
COc1ccc(NC(=O)N(C2CCCCC2)C2CCN(C(C)C)CC2)c(OC)c1	0.9	6	11	-3.2	0.97	2%	1	1	-2
CCOC(=O)c1ccc(N2C(=O)C3ON(c4ccccc4)C(c4ccco4)C3C2=O)cc1 (configuration not stated)	0.9	4	1	1.4	1	4%	-2	1.1	3
Cc1ccc(N(CC(=O)NCC2CCCO2)S(C)(=O)=O)cc1Cl (configuration not stated)	0.9	12	3	-2.1	1	3%	3	1	-3
NCc1ccc(-c2nc3ccccc3o2)cc1	0.9	42	7	-3.9	1	2%	-46	1.4	46
O=C(COC(=O)C12CC3CC(CC(O)(C3)C1)C2)Nc1ccccc1OC(F)F	0.9	-6	-13	-0.9	1	7%	2	1	-4
COC(=O)CSc1nnc(CCc2nc3ccccc3[nH]2)n1C	0.9	0	-3	0.4	1	7%	-1	1	-2

Entries listed so far that have a Cl atom (2):
SMILES	TNAP act mid DEA	RORa activator	5HT1a antag	HTR1A agonist	A340 absorber	NADH enzymes	MMP-13 inhibitor	Fluor 339 460	SF1 activator
Cc1nnc(Sc2nc3c(c(=O)n(C)c(=O)n3C)n2Cc2ccccc2Cl)s1	nt	-6	0	2.5	0.98	9%	4	1	-23
Cc1ccc(N(CC(=O)NCC2CCCO2)S(C)(=O)=O)cc1Cl (configuration not stated)	0.9	12	3	-2.1	1	3%	3	1	-3

Additional compounds.
SMILES	TNAP act mid DEA	RORa activator	5HT1a antag	HTR1A agonist	A340 absorber	NADH enzymes	MMP-13 inhibitor	Fluor 339 460	SF1 activator
Nn1c(SCC(=O)NC2CCCc3ccccc32)nnc1-c1cccs1 (configuration not stated)	0.9	-7	-6	-4.9	1	4%	-2	1.1	-4
O=C(NC1CCCCC1)c1ccc(S(=O)(=O)NCc2ccco2)cc1	1	1	7	-2.5	1	6%	-5	1.1	4
COc1ccc(C(C(O)C(=O)c2c[nH]c3ccccc23)N2CCN(c3ccccc3)CC2)cc1 (configuration not stated)	1	-5	44*	-3.5	1	4%	3	1.1	19
CCOC(=O)c1ccc(NC(=O)Nc2cc(C)on2)cc1	0.9	28	11	-2.4	1	8%	1	1.1	17
CCC1(C)Nc2ccccc2C(=O)N1O (configuration not stated)	1	2	-11	-1.9	1	10%	-34	1.5	-18
CC(NC(=O)CSc1nc2ccccc2c(=O)n1CCCO)c1ccccc1 (configuration not stated)	0.9	10	-1	-3.1	1	6%	2	1.1	3
Cn1c(=O)c2c(nc(SCCN3CCCCC3)n2Cc2ccc(Cl)cc2)n(C)c1=O	0.9	-21	nt	-1.3	0.99	3%	-12	1.1	4
O=C(O)c1ccccc1C(=O)N1CCN(c2ccccc2)CC1	0.9	7	-3	0.6	1	4%	-3	1.1	-11
Cc1nc(-c2cccc(S(=O)(=O)N3CCOCC3)c2)cs1	1	-10	0	-3.4	1	9%	-21	0.87	12
CC1C(=O)CCC1(C(=O)O)c1ccccc1 (configuration not stated)	0.9	-6	1	-0.8	1	7%	0	1.1	7
CCOC(=O)c1c(NC(=O)c2ccco2)sc2c1CCCCC2	0.9	-15	11	-1.6	1.1	8%[fluoresces]	-8	2.1*	-6
Cc1cc2n(n1)C(c1sccc1C)Nc1ccccc1-2 (configuration not stated)	1	14	-2	1.5	1	3%	3	1.8	0
COc1ccccc1C1C(C(N)=O)=C(C)Nc2nc(-c3ccc(Cl)cc3)nn21 (configuration not stated)	0.7	-2	-2	0.3	1.1	1%	-5	1.2	16
C1CCN(c2nc3nonc3nc2N2CCCCC2)CC1	0.9	19	-4	-3.0	1.1	3%	0	1	-13
Cc1nc(C)n(CC(O)COc2ccc3cc(Br)ccc3c2)n1 (configuration not stated)	1	-5	3	-0.6	1.1	3%	3	1.1	-3
CCOC(=O)CN1CC23C=CC(O2)C(C(=O)NC2CCCC2)C3C1=O (configuration not stated)	0.9	-14	12	-4.2	1	2%	-4	1	3
COC(=O)C(NC(=O)c1ccccc1)=C1CCCCC1	1	-6	10	-1.0	1.1	4%	4	1.1	-10
Cc1cccc(OCC(O)Cn2c(=N)n(CCN3CCCCC3)c3ccccc32)c1 (configuration not stated)	1	13	68*	7.4	1	3%	-5	1.1	1
CN(C(=O)c1cccc(C#N)c1)c1nnc(-c2ccccn2)s1	0.9	6	7	-0.7	1	12%	-19	2.1*	16
CC(=O)N(c1ccc(Cl)cc1)c1c[nH]c2ccccc12	0.9	2	-8	-2.2	1.1	5%	4	1.1	-4
Cc1cc(C(=O)CSc2nnc(N)s2)c(C)n1CCc1ccc(F)cc1	0.9	3	-3	1.6	1	8%	-1	0.94	34
Cc1ccc(N2CC(C(=O)N3CCc4ccccc4C3)CC2=O)cc1 (configuration not stated)	1	-4	-9	0.3	1	6%	-2	1.1	-7
CCn1c(SCC(=O)N2CCCc3ccccc32)nc2c(c1=O)SC(C)C2 (configuration not stated)	1	-12	6	5.8	1.1	2%	-3	1	0
Cn1c(C(=O)NCCC2=CCCCC2)cc2c(=O)n3ccccc3nc21	1	48	-4	0.4	1	3%[fluoresces]	-52	3.5*	40
